Assay outcomes from PubChem.
GLP-1R inv ag = acts as inverse agonist at human GLP-1 receptor; actives 1.6% (n = 410,000); Potency, µM (titrated, usually from 38.3 µM), without a hit: at the highest dose activity change, negative = inhibition, usual class: inhibitors; HEK293 GLP-1R CRE-luciferase, luminescence, 24 h; GLP-1R form is constitutively active; P43220; note: potency is the fitted concentration of half-maximal effect; % is set by controls: 0 for no effect and ±100 for the full control effect; nearly all actives have a fitted effect of over 55% in size
Target sequence (P43220 whole entry, looked up): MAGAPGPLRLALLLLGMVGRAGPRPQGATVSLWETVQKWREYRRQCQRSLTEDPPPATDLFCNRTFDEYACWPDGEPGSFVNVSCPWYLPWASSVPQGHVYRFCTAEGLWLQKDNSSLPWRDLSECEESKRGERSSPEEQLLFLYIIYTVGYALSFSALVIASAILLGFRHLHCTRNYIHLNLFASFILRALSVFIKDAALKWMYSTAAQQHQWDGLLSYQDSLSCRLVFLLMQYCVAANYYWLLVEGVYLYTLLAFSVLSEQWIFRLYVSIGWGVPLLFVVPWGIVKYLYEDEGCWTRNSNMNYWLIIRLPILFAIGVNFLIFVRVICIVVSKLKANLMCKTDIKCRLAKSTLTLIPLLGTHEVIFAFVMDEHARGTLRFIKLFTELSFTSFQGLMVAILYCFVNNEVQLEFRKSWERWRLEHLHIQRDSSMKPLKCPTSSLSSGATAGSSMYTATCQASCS
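Stable HEK293 clone (constitutively active GLP-1R + cAMP-response luciferase); 200 cells/uL plated, 12 h pre-culture, compound 24 hr, 37 deg C/5% CO2; detection reagent 12 min RT; luminescence.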
TDP-43 yeast inh = inhibitors of TDP-43 toxicity in yeast. TDP-43 expressing yeast growth rescue, BacTiter-Glo, 24 h. Potency, µM (highest dose often 46.1 µM), without a hit: top-dose growth rescue (activation), most hits filed as activators. actives 1.8% (n = 410,000); note: potency is the fitted concentration of half-maximal effect; % of control where 0% means no effect; nearly all actives have a fitted effect of over 50% in size
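Galactose-induced TDP-43 yeast, OD600=0.02, compound pinned; 24 hr, 30 deg C; BacTiter-Glo luminescence for growth. Inhibitors of TDP-43 toxicity read as activators.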
Abeta yeast res = restores growth of yeast expressing A-beta42 peptide; actives 0.063% (n = 410,000); AID 1347071; Potency, µM (top dose mostly 46.1 µM), for the others: at the highest dose growth rescue, usual class: activators; yeast expressing A-beta42, growth rescue, OD600, 48 h; response scale: 0% DMSO, 100% iron-clioquinol control; note: potency is the fitted concentration of half-maximal effect; nearly all actives have a fitted effect of over 55% in size
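Yeast A-beta toxicity model in growth medium with pinned compounds, 48 h at 30 C; growth read as absorbance at 600 nm. Normalized to FeCl3/clioquinol equimolar mix (positive) and DMSO (negative).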
aSyn rescue = alpha-synuclein toxicity inhibition in yeast. Yeast expressing alpha-synuclein, growth rescue, BacTiter-Glo, 24 h. Potency, µM (top dose mostly 46.1 µM), for inactives: top-dose growth rescue (activation), actives largely listed as activators. actives 0.14% (n = 370,000). AID 652106; note: potency is the fitted concentration of half-maximal effect; % of control where 0% means no effect; nearly all actives have a fitted effect of over 65% in size
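Screening used galactose-induced yeast with toxic alpha-synuclein levels, exposed to compound for 24 hr at 30 deg C. Cell growth, read with BacTiter-Glo luminescence, gave the measured signal.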
FUS suppressor = suppressors of FUS proteinopathy in yeast | AID 1347120 | actives 0.24% (n = 390,000) | S. cerevisiae FUS-expressing, growth rescue, OD600, 24 h | Potency, µM (doses to about 76.6 µM), without a hit: top-dose growth rescue (activation), usual class: activators;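 note: potency is the fitted concentration of half-maximal effect; plate controls were DMSO vehicle for no effect and reference control for full effect; nearly all actives have a fitted effect of over 55% in size; some results filed as inactive show a strong effect at the top dose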
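Yeast expressing FUS under galactose induction, OD 0.005 in 2% galactose medium; compounds in a dilution series, 24 h at 30C. Growth rescue by absorbance at 600 nm; CP55940 positive control, DMSO negative.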
pAkt inh = Akt phosphorylation inhibition. Neuro2A IGF-stimulated pAkt S473 HTRF, 20 min; active compounds read low. activity change, % for hits at 50 µM. actives 0.32% (n = 360,000); in the data active = activity change below about -80%; inconclusive = mostly about -51% to -80%; note: % is set by controls: 0 for no effect and ±100 for the full control effect
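Neuro2A cells in DMEM with 0.5% FBS, overnight at 37 deg C, given compound at single 50 µM final, then IGF (6 nM final) for 20 min at 37 deg C. Lysed; phospho-Akt Ser473 by HTRF after 24 h, 665/615 ratio.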
Mm-Cpn inhibitor = inhibitors of Methanococcus maripaludis chaperonin (MmCpn) | purified Mm-Cpn ATPase, ADP Transcreener TR-FRET | Potency, µM (series often up to 76.9 µM), for the others: at the top dose activity, negative = inhibition, actives largely listed as inhibitors | actives 0.031% (n = 330,000) | AID 504842; note: potency is the fitted concentration of half-maximal effect; % is set by controls: 0 for no effect and ±100 for the full control effect; nearly all actives have a fitted effect of over 80% in size
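Quantitative HTS used 25 nM Mm-CPN and 10 uM ATP in magnesium/KCl Tris buffer, pH 7.4, with 1 mM DTT. Hydrolysis ran 30 min at 37°C; ADP was read by HTRF.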
GLP1R cytotox = cytotoxicity in counter-screen for GLP-1R inverse agonists | HEK293 cAMP-luciferase reporter cells, luminescence, 24 h | Potency, µM (series often up to 38.3 µM), for inactives: at the highest dose activity change, negative = inhibition, usual class: inhibitors | actives 0.13% (n = 410,000) | AID 624418;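 note: loss of luciferase light is scored as toxicity; potency is the fitted concentration of half-maximal effect; % is set by controls: 0 for no effect and ±100 for the full control effect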
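A 23 nL compound transfer followed 12 hours of cell culture at 37 deg C; exposure then lasted 24 hr. Luciferase assay detection reagent was dispensed and plates read for luminescence after a 12 min room-temperature wait.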
PTHR1 ag = agonists of human PTHR1 parathyroid hormone receptor. actives 0.075% (n = 410,000). AID 743266. HEK293 GP2 PTHR1 cells, GloSensor cAMP luminescence, 1 h. Potency, µM (doses to about 115 µM), for inactives: top-dose activation, most hits filed as activators. Q03431; note: potency is the fitted concentration of half-maximal effect; nearly all actives have a fitted effect of over 55% in size; some results filed as inactive show a strong effect at the top dose; inactives centre near -15; many of its hits are not listed in these tables
Target sequence (Q03431 whole entry, looked up): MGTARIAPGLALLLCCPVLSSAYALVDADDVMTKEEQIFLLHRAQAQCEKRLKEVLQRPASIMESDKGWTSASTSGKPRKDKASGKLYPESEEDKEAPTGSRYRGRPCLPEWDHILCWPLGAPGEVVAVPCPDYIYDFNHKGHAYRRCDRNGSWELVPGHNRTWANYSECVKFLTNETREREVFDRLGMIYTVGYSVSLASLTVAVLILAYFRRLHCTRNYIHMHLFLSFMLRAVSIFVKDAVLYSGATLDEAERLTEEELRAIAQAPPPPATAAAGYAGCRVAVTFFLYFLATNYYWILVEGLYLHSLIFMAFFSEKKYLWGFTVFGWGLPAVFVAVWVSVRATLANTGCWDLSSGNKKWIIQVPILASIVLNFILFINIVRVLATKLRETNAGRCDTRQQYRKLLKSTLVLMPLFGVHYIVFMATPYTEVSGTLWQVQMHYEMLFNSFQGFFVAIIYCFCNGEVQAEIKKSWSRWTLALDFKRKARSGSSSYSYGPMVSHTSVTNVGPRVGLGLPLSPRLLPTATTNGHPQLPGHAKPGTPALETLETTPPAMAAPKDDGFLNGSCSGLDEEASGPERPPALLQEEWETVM
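HEK-293-derived GP2 cells expressing PTHR1 and a GloSensor cAMP reporter, 3,000/well, plated overnight, given luciferin plus IBMX (each 0.5 mM as added) for 1 h at 37 °C, then compound for 1 h at 37 °C. Luminescence was read after 15 min at room temperature.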
Starred values were filed as active, the others as inactive; i = inactive; ? = inconclusive; · = no result given; [ ] = dose if it differs, or a comment. Unless noted, calls come from the whole dose curve; as a rule, active = well fitted curve in the direction sought with a large enough effect; inconclusive = small, poorly fitted or top-dose-only effect, or another doubt; inactive = no such curve, though single readings can be large; an effect the other way counts as inactive or inconclusive. This is a subset; the hit share may differ from the screen's.

Results follow in this order: FUS suppressor | aSyn rescue | GLP-1R inv ag | Mm-Cpn inhibitor | PTHR1 ag | GLP1R cytotox | pAkt inh | Abeta yeast res | TDP-43 yeast inh
> Fc1ccc(-c2cc(-c3ccc(F)cc3)c3c(n2)-c2cc(F)ccc2OC3)cc1
    0% | · | 11% | · | -17% | 7% | · | -14% | -1%
> Cc1nc(SC(C)C(=O)NCc2ccc3c(c2)OCO3)nc(C)c1C (stereo unspecified)
    · | 12% | -1% | 1% | i | -6% | i | 4% | ?
> Cn1c(Cn2c(=O)sc3ccccc32)nnc1SCC(=O)N1CCc2ccccc21
    -3% | 2% | -2% | -1% | i | 1% | i | -1% | 0%
> CCCNC(=O)C1(C)CCN(C(=O)c2ccccc2OC(F)(F)F)C1 (stereo unspecified)
    19% | 1% | -9% | · | i | 5% | i | 1% | 8%
> Cc1ccccc1NC(=O)Cc1nc(COC(=O)COc2cccc(C)c2C)cs1
    3% | -1% | 23% | -3% | -13% | 0% | i | 1% | 1%
> CCOC(=O)CSc1nc2ccc(Nc3nc(N4CCOCC4)nc(N4CCOCC4)n3)cc2s1
    29% | 3% | 7% | ? | i | 5% | i | 20% | -7%
> COC(=O)c1cc2sccc2n1CC(=O)N(C)c1ccccc1
    -32% | 4% | ? | -4% | -9% | -7% | i | 1% | 17%
> CSc1ccc(CC2C(=O)Nc3ccccc32)cc1 (stereo unspecified)
    15% | · | 4% | · | 0% | 2% | · | 16% | 13µM*
> Cc1nn(-c2ccccc2)c(C)c1/C=N/NC(=O)c1ccccc1NS(=O)(=O)c1cccs1
    ? | 3% | -10% | 1% | -10% | 1% | i | 4% | -10%
> COc1cccc(CN(C(=O)c2oc3cc(C)ccc3c2C)C2CCS(=O)(=O)C2)c1 (stereo unspecified)
    ? | · | -16% | · | i | ? | · | -12% | -8%

Some values from the entries so far.
In TDP-43 yeast inh, Fc1ccc(-c2cc(-c3ccc(F)cc3)c3c(n2)-c2cc(F)ccc2OC3)cc1 is listed with -1%
In TDP-43 yeast inh, COC(=O)c1cc2sccc2n1CC(=O)N(C)c1ccccc1 is listed with 17%
In PTHR1 ag, CSc1ccc(CC2C(=O)Nc3ccccc32)cc1 (stereo unspecified) is listed with 0%

The list continues:
Results follow in this order: FUS suppressor | aSyn rescue | GLP-1R inv ag | Mm-Cpn inhibitor | PTHR1 ag | GLP1R cytotox | pAkt inh | Abeta yeast res | TDP-43 yeast inh
> Clc1ccc(-c2cnc3ccccc3n2)cc1
    -14% | 1% | 22% | -5% | -4% | -7% | i | -1% | 8%
> Cc1cccc(-c2nc3c4ccccc4nc(N4CCN(c5ccc(F)cc5)CC4)n3n2)c1
    -4% | · | 5% | · | 13% | -3% | · | -11% | 16%
> CCCCCn1c(=O)[nH]c2cc(C(=O)Nc3ccc(F)cc3)ccc2c1=O
    -22% | · | 10% | · | i | 2% | · | -19% | -1%
> O=C(Nc1ccccn1)c1ccc(S(=O)(=O)N2CCCCCC2)cc1
    0% | 11% | ? | 1% | -23% | 4% | i | 7% | 20%
> CCN(C(=O)CSc1ncn[nH]1)c1cccc2ccccc12
    5% | 6% | 0% | 1% | -21%[57.5 µM] | -15% | i | 2% | 6%
> Cc1ccc2oc(=O)c3cnn(CC(=O)N4CCCc5ccccc54)c3c2c1
    -12% | 1% | 5% | 1% | i | 9% | i | -4% | 10%
> CC(=O)N1c2ccc(F)c(F)c2C[C@H]1C
    -18% | 3% | -6% | 3% | i | 9% | i | 8% | 13%
> Cc1cc(C)c[n+](CC(=O)c2c(C)cc(C)c([N+](=O)[O-])c2C)c1
    8% | -9% | 0% | -3% | -10% | 4% | i | -12% | 8%
> CCCN1CCN(CC(=O)Nc2nc3ccccc3s2)CC1
    14% | 0% | 9% | -1% | -3% | -10% | i | 8% | -4%
> Cc1ccn2c(NC(=O)c3ccccc3)c(-c3cccs3)nc2c1
    21% | -2% | -4% | 1% | i | 0% | i | -19% | -28%
> Cc1cccc(C)c1OCC(=O)N/N=C/C=C/c1ccco1
    14% | -9% | -16% | ? | -12% | -24% | i | -6% | 3%
> CCCC(=O)N1CCCC1(C)C(=O)N(C)Cc1cccc2ccccc12 (stereo unspecified)
    -5% | -17% | -29% | · | i | 5% | · | 8% | 3%
> CCCCN(C(=O)c1ccccc1Cl)C(CC(C)C)c1nc2ccccc2[nH]1 (stereo unspecified)
    2% | 25% | ? | · | -16% | 5% | i | -7% | 10%
> CCOc1ccc(NC(=O)Cn2nnc(C(=O)NCCc3ccc(OC)c(OC)c3)c2N)cc1
    18% | 2% | 6% | 0% | -20%[57.5 µM] | -29% | i | ? | 5%
> Cc1nnsc1SCCNC(=O)Nc1ccc(Cl)cc1
    1% | -9% | ? | 3% | -40% | 0% | i | 3% | 9%
> Fc1ccc2c(c1)C(c1ccncc1)=NNC(c1ccc(Br)cc1)=N2
    27% | -14% | -3% | -1% | i | -18% | i | -6% | 4%
> CC(Sc1nnc(C2CC2)n1C1CC1)C(=O)Nc1ccc(C(N)=O)cc1 (stereo unspecified)
    -11% | -1% | 8% | 3% | 25% | 5% | i | -3% | -6%
> CC(=O)C1=CCC(c2cccs2)N(S(=O)(=O)c2ccc(C)cc2)C1 (stereo unspecified)
    7% | 2% | 14% | · | -18% | -9% | i | -11% | 22%
> COc1ccc(/C=C/C(=O)c2ccc3c4c(cccc24)CC3)cc1
    · | 20% | 0% | 2% | i | 2% | i | 0% | -4%
> COC(=O)c1cn(NC(=O)c2ccc([N+](=O)[O-])cc2Cl)c(=O)c2ccccc12
    -11% | 2% | 6% | 0% | -1% | 6% | i | -13% | -15%[9.22 µM]

Part of the list above in a different format.
molecule | FUS suppressor | aSyn rescue | GLP-1R inv ag | Mm-Cpn inhibitor | PTHR1 ag | GLP1R cytotox | pAkt inh | Abeta yeast res | TDP-43 yeast inh
Fc1ccc2c(c1)C(c1ccncc1)=NNC(c1ccc(Br)cc1)=N2 | 27% | -14% | -3% | -1% | i | -18% | i | -6% | 4%
CC(Sc1nnc(C2CC2)n1C1CC1)C(=O)Nc1ccc(C(N)=O)cc1 (stereo unspecified) | -11% | -1% | 8% | 3% | 25% | 5% | i | -3% | -6%

Next part:
Results follow in this order: FUS suppressor | aSyn rescue | GLP-1R inv ag | Mm-Cpn inhibitor | PTHR1 ag | GLP1R cytotox | pAkt inh | Abeta yeast res | TDP-43 yeast inh
> CC1CCCN(C(=O)CCCNC(=O)c2ccc(Cl)cc2)C1 (stereo unspecified)
    -13% | 15% | -13% | · | -45% | 1% | i | -29% | -11%
> O=C(N/C(=C/c1ccc(Br)cc1)C(=O)N1CCCC1=O)c1ccco1
    -5% | 1% | ? | 0% | i | 2% | i | 7% | -3%
> Cc1ccc(S(=O)(=O)N(C)c2ccc(C(=O)NCC(c3cccs3)N3CCOCC3)cc2)cc1 (stereo unspecified)
    · | -2% | -3% | -1% | i | -1% | i | -6% | -15%
> CC(C(=O)N1CCN(c2ccc(Cl)cc2)CC1)c1ncc(C(F)(F)F)cc1Cl (stereo unspecified)
    ? | 8% | -9% | 1% | 0%[57.5 µM] | 9% | i | -29% | ?
> COc1cccc(COc2ccc(N(C)S(=O)(=O)c3ccccc3)cc2)c1
    7% | -4% | ? | 0% | i | 2% | i | 6% | 11%
> CC(C)N(Cc1ccccc1)C(=O)CN1C(=O)NC2(CCCCCC2)C1=O
    9% | -3% | ? | 1% | i | 0% | i | -9% | 9%
> CCCCc1ccc(S(N)(=O)=O)cc1
    -14% | 2% | 18% | 0% | i | 1% | i | -12% | 18%
> COc1ccc(/C=N/NC(=O)c2nnn(-c3nonc3N)c2CN(C)c2ccccc2)cc1
    18% | 18% | ? | -3% | -9% | -21% | i | 17% | 2%
> CS(=O)(=O)N(CC(=O)Nc1ccc(F)c(F)c1)c1cccc([N+](=O)[O-])c1
    1% | 2% | ? | -1% | -12% | -19% | i | 23% | 10%
> CCCCCc1ccc(CC(=O)O)cc1
    · | -37%[inhibitor] | 1% | 2% | i | -6% | i | -21% | 0%
> O=C(O)COc1ccc(Br)cc1C(c1c(C(=O)O)[nH]c2ccccc12)c1c(C(=O)O)[nH]c2ccccc12
    16% | 3% | -4% | 0% | -14% | -8% | i | 7% | 18%
> COc1cccc(NC(=O)CN2CCN(S(=O)(=O)c3ccc(C(C)C)cc3)CC2)c1
    30% | 10% | ? | 2% | -1% | -1% | i | ? | 9%
> COc1ccc(S(=O)(=O)N2CCC(c3nnc(-c4ccccc4C)o3)CC2)c(OC)c1
    32µM* | · | -20% | · | -47%[inhibitor] | 2% | · | -9% | 0%
> CCC(C)C(NC(=O)OC(C)(C)C)C(=O)NC(C)C(N)=O (stereo unspecified)
    -19% | 0% | 3% | 2% | -62%[inhibitor] | 3% | i | -1% | 18%
> COc1ccc(-c2[nH]nc3c2C(c2ccncc2)C(C#N)=C(N)O3)cc1 (stereo unspecified)
    9% | 1% | 11% | -3% | -62%[inhibitor] | -13% | i | -8% | -17%
> CCc1cccc(OC2OC(CO)C(O)C(O)C2NC(C)=O)c1 (stereo unspecified)
    2% | -9% | 12% | 2% | -23% | 1% | i | -5% | 7%
> COc1ccc(/C=N/n2cnnc2)cc1Oc1nc(Cl)ncc1F
    2% | -1% | 6%[7.66 µM] | -2% | i | -2%[7.66 µM] | i | -10% | -26%
> CC1(C)CC(=O)c2cc(NC(=O)c3ccccc3)c(=O)oc2C1
    -7% | 1% | 13% | -1% | i | 16% | i | -15% | -1%
